HTR5A inv ag: HTR5A inverse agonists in luminescence cell assay, primary screen, counter-screen for OPRM1-OPRD1 heterodimer inverse agonist project, full-deck HTS | 5-hydroxytryptamine receptor 5A (Homo sapiens), P47898 | HTR5A cell line, inverse agonism | inhibition, % at 9.3 µM | actives 0.083% (n = 340,000) | AID 504634, 2011; in the data active means inhibition mostly above about 23%, no sharp cut-off; inactive means mostly below about 18%;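 further: 0% = cells with DMSO and 100% = no-cell wells with DMSO; some compounds called inactive have numbers as strong as hits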
Target sequence (P47898 whole entry, looked up): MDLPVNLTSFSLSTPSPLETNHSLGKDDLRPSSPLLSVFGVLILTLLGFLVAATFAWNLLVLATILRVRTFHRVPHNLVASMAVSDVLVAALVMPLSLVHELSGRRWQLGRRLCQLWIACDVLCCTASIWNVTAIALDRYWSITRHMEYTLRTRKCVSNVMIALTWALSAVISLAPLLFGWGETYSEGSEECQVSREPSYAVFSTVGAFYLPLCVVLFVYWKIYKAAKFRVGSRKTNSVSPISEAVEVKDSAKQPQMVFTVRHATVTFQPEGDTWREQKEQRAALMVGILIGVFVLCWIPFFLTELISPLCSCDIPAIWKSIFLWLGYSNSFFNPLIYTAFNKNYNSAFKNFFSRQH
DAGLB inh: DAGLB lipase inhibitors, primary screen, biochemical, fluorescence, HTS; inhibition, % at 5.17 µM; actives 0.059% (n = 340,000); Diacylglycerol lipase-beta (Homo sapiens), Q8NCG7; HEK293T DAGLB membrane lysate, EnzChek fluorogenic substrate; in the data active means inhibition above about 34%;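 further: 0% = enzyme with vehicle and 100% = wells lacking enzyme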
HTR5A ag: HTR5A agonists in luminescence cell assay, primary screen, counter-screen for OPRM1-OPRD1 heterodimer agonist project, full-deck HTS. 5-hydroxytryptamine receptor 5A (Homo sapiens), P47898. cell-based. activation, % at 9.3 µM. actives 0.61% (n = 340,000). AID 504692, 2011; in the data active means activation mostly above about 9.5%, no sharp cut-off; inactive means mostly below about 7.6%;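 further: 0% = cells with vehicle only and 100% = reference agonist; strong numbers were not always called active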
PKA-R2B activ: activators of PKA-R2B holoenzyme, primary screen, biochemical, fluorescence polarization, Cy5-IP20, human | cAMP-dependent protein kinase catalytic subunit beta (Homo sapiens) + cAMP-dependent … | PKA-R2B holoenzyme dissociation; R2B truncated from residue 108, S112A mutant; 0% DMSO only, 100% 113 µM cGMP | activation, % at 11.4 µM | actives 0.079% (n = 340,000) | AID 504700, 2011;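 active means activation above a cutoff set at the mean over all compounds plus 3 SD, cut at about 18% in these data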;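 further: higher means more holoenzyme dissociation and a rise in polarization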
Target sequence (P31323 whole entry, looked up, other chains not shown, the tested form may be a part): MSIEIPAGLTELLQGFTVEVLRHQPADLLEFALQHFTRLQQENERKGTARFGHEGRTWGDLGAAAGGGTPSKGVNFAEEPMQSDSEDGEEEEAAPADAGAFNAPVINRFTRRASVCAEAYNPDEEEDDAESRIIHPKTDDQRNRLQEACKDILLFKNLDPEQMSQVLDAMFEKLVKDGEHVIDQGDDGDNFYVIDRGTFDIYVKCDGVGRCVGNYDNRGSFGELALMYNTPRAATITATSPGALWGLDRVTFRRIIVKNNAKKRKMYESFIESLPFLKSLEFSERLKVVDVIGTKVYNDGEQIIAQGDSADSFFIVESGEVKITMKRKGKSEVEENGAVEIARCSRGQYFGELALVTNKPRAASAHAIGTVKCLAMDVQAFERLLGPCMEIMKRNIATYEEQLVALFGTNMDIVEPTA
Arr AP2 block: inhibitors of beta-arrestin/AP2 binding, primary screen, biochemical, GPCR trafficking, flow cytometry; FITC-arrestin peptide / GST-AP2 beads; AP2 beta2 appendage carries R879A mutation; actives 0.31% (n = 340,000); inhibition, % at 10 µM; beta-arrestin 1 C-terminal peptide binding to AP2 beta2-adaptin appendage (human); AID 504490, 2011;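 active means inhibition above a set limit, near 3 SD of compounds lacking own fluorescence, cut at about 54% in these data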;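 further: plate controls were DMSO wells for no effect and 5 µM unlabelled arrestin peptide for full effect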
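System: GST-AP2 R879A glutathione beads. Medium: PBS with 0.05% Tween 20 and 0.1% BSA. Also added: FITC-arrestin peptide, 50 nM. Incubation: 12 min plus 1 h, RT. Measured by: high-throughput flow cytometry of beads, ex 488, em 535 nm. Evaluation: percent drop in bead-associated FITC signal.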
V-ATPase pHluor: regulators of yeast V-ATPase proton pumping, primary screen, pHLuorin cytosolic pH fluorescence | S. cerevisiae | response, % at 10 µM | actives 0.37% (n = 350,000) | AID 504577, 2011; in the data active means response mostly above about 7.3%, no sharp cut-off; inactive means mostly below about 5.4%; further: actives read high; inactives centre near 0; some compounds called inactive have numbers as strong as hits; reference of the scale not given here
MOR-DOR ag: agonists of OPRM1-OPRD1 heterodimerization, primary screen, cell-based, luminescence. AID 504326, 2011. activation, % at 9.3 µM. cells. Mu-type opioid receptor (Homo sapiens) + Delta-type opioid receptor (Homo sapiens), …. actives 0.3% (n = 340,000); in the data active means activation above about 18%;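 further: 0% = vehicle-treated cells and 100% = reference agonist; values of inactives mirror those of a sister screen read the other way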
OPRM1-OPRD1 inv: inverse agonists of MOR-DOR heterodimerization, primary screen, cell-based, luminescence; Mu-type opioid receptor (Homo sapiens) + Delta-type opioid receptor (Homo sapiens), …; cell-based MOR-DOR heterodimer luminescence, inverse agonism; inhibition, % at 9.3 µM; actives 0.21% (n = 340,000); in the data active means inhibition above about 22%, passing the limit was not always enough;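 further: 0% = cells with DMSO and 100% = wells without cells with DMSO; values of inactives mirror those of a sister screen read the other way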
DSG3 Ab inh: inhibitors of pemphigus antibody binding to DSG3, primary screen, biochemical, bead-based, flow cytometry, scFv-GFP; Desmoglein-3 (Homo sapiens), P32926; DSG3-coupled beads, scFv-anti-DSG3-GFP binding; stronger effect = lower value; binding (percent of control), % at 10 µM; actives 0.48% (n = 310,000); AID 588358, 2011;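 active means binding more than 3 SD below its plate's average and above zero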;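 further: hits lower antibody fragment binding to DSG3; some compounds called inactive have numbers as strong as hits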
PKA-R1A activ: activators of PKA-R1A holoenzyme, primary screen, biochemical, fluorescence polarization, Cy5-IP20, bovine R1A, mouse PKAc; actives 0.083% (n = 340,000); activation, % at 11.4 µM; PKA-R1A dissociation; scaled: DMSO 0%, 113 µM cGMP 100%;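 active means percent activation above the mean of all tested compounds plus 3 SD, cut at about 19% in these data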;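 further: higher means more PKAc released from R1A so a rise in polarization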
An asterisk follows results filed as active; . = no result given.

compound	DAGLB inh	MOR-DOR ag	Arr AP2 block	V-ATPase pHluor	HTR5A inv ag	OPRM1-OPRD1 inv	PKA-R1A activ	PKA-R2B activ	DSG3 Ab inh	HTR5A ag
CCCCCC(=O)N1CC2(CC(c3cccc(NC(=O)COc4ccc(Cl)cc4)c3)=NO2)C[C@@H]1C(N)=O (some centres not stated)	2	1.8	1	0	-12	-10	8	5	105	5
CC1=C(C(=O)N(C)C)CC(CC(=O)NCCc2ccccn2)C(=O)N1CCCN1CCCC1=O (configuration not stated)	1	.	.	-1	.	.	-4	-1	114	.
CCCCn1c(=O)[nH]c(=O)c2c1nc(-c1ccncc1)n2CCOC	-3	-0.1	-4	-5	-11	1	-4	-1	97	1
O=C(c1cccc(S(=O)(=O)N2CCN(c3ccc(F)cc3)CC2)c1)N1CCCC(C(F)(F)F)C1 (configuration not stated)	-6	3.0	-13	12	2	-16	-17	0	113	-1
Fc1ccc(/C=N/N2CCOCC2)c(F)c1	-2	-0.7	20	-3	-6	4	-12	0	101	7
COc1ccccc1N(CC(=O)NCCSC(C)(C)C)S(C)(=O)=O	-2	3.0	12	3	-4	-19	10	6	90	1
Cc1c(Cc2ccc3c(c2)OCO3)sc(NC(=O)c2ccccc2)c1C(N)=O	-1	0.2	20	-1	-9	-1	0	-2	102	3
CCC(=O)N(Cc1cc2ccccc2[nH]c1=O)c1ccc(OC)cc1	1	-1.0	40	1	-9	5	-4	-9	93	4
CC(Sc1ncc(C(F)(F)F)cc1Cl)C(=O)NCC1CCCO1 (configuration not stated)	-3	-1.9	14	2	-2	9	-15	-13	95	-3
Cc1nn(C)cc1/C=N/O	0	-1.9	-4	5	-11	10	-7	-2	98	3
Cc1ccc(-c2c(C#N)c(N)n(-c3ccccc3)c(=O)c2C#N)cc1	1	0.4	-12	-3	-5	-2	-5	-3	99	-3
O=C(NC(=S)Nc1ccc(Cl)c(C(=O)O)c1)c1cncc(Br)c1	-8	-4.7	2	1	18	21	2	1	100	-5
O=C(Nc1ccc(Cc2ccncc2)cc1)C1CCC(N2C(=O)C3C4C=CC(C4)C3C2=O)CC1 (configuration not stated)	-2	-0.8	-6	-1	-21	4	-5	-1	102	17
CC(C)(C)C(=O)NCCCNc1ccc([N+](=O)[O-])cc1	-1	-1.9	-7	2	11	9	-11	-1	115	0
O=C(O)c1ccccc1SSc1ccccc1C(=O)O	-2	-1.3	3	0	0	6	3	-2	107	0
O=C1c2cccnc2C(=O)N1Cc1ccc(S(=O)(=O)NCc2ccco2)s1	5	-1.1	4	-1	28	6	5	-12	106	-2
O=C(COC(=O)c1cc(S(=O)(=O)N2CCCCC2)ccc1N1CCOCC1)NC1CCCCC1	0	-2.7	-7	0	-1	11	-6	-8	112	0
CCn1nnc2cc(C(=O)NCC(c3ccccc3OC)N(C)C)ccc21 (configuration not stated)	-1	6.4	5	5	2	-52	15	4	99	3
CON(C)C(=O)/C=C/c1ccc([B-](F)(F)F)cc1	3	-2.5	12	3	2	12	0	6	106	-1
CC(=O)n1cc(/C=N/NC(N)=S)c2ccccc21	2	0.5	-7	1	-10	-3	5	-4	85	4
CC/C=C/C(=O)N1CC2(CC(c3cccc(NC(=O)c4ccccc4)c3)=NO2)C[C@@H]1C(N)=O (some centres not stated)	2	0.5	11	-2	0	-3	-10	-4	101	-4
COc1ccccc1CCN1CCCC(CN(C)CC(C)(C)CO)C1 (configuration not stated)	-4	1.9	-20	6	-12	-10	-7	13	102	8
Cn1cnc2c(cnn2-c2ccccc2)c1=O	0	-1.9	44	-1	-6	9	-6	-7	102	2
CN(Cc1nc2ccccc2c(=O)[nH]1)c1ccccc1	0	-2.2	-8	4	14	11	-10	-9	90	4
CC(=O)N1CCc2cc(S(=O)(=O)CCC(=O)Nc3ccc4c(c3)OCCO4)ccc21	-1	-0.2	2	0	2	1	-4	3	97	-1
Cn1c(CCc2ccccc2)nnc1SCC(=O)N1CCOCC1	3	-1.7	-2	0	-19	9	1	-13	108	2
CCCn1c(=O)c2[nH]cnc2n(-c2ccc(Cl)cc2)c1=O	1	-0.8	58*	-3	9	4	1	11	115	-1
O=c1nc2ccccc2c2n1CC(CN1CCN(c3ccc(F)cc3)CC1)N2 (configuration not stated)	-4	-3.4	-7	1	4	18	-8	2	105	-1
CN(C)CCCNC(CC(=O)Nc1cccc([N+](=O)[O-])c1)C(=O)O (configuration not stated)	1	-1.4	6	5	-3	8	-12	-12	126	4
C=CC[n+]1cccc(-c2cc3ccc(C)cc3[nH]2)c1	0	-0.8	-19	-2	6	4	-6	0	102	-2
O=C(O)c1cc(S(=O)(=O)N(Cc2ccccc2)c2cccc(C(F)(F)F)c2)ccc1Cl	10	-1.9	8	-1	0	8	-4	-5	.	0
COC(=O)c1[nH]c2c(c1C)C(=O)CC(c1cccc(OC)c1)C2 (configuration not stated)	-8	-2.0	4	13*	-17	11	10	-1	92	4
C=CC[C@H](CC(=O)NCCO)C(=O)NCCOC(=O)[C@@H](CC=C)Cc1ccc(F)cc1	-4	-0.9	21	1	-14	5	-1	3	102	3
c1ccc(Cn2nnnc2C(c2ccccn2)N2CCOCC2)cc1 (configuration not stated)	-4	2.8	4	1	-12	-16	-7	-7	81	9
COc1cc(OC)cc(C(=O)NC2CCN(Cc3nnnn3Cc3cccs3)CC2)c1	3	-0.2	-11	2	5	1	2	-7	95	1
COc1ccc(/C=C/c2c(-c3cccc(C)c3)oc3ccc(N4CCOCC4)cc23)cc1	-1	-1.5	-6	2	-6	7	-13	-1	98	-3
Cc1cnc(N=Nc2ccccc2)[nH]1	1	-2.7	-14	0	-4	13	-8	-6	.	1
Cc1ccc(C2C3=C(CC(C)(C)CC3=O)N=C3c4ccccc4C(=O)C32)cc1 (configuration not stated)	30	-2.5	4	5	11	13	-8	-9	94	-5
COc1ccc(C(=O)NCc2nnc(SCC(=O)Nc3nc4ccccc4s3)o2)cc1OC	1	2.5	9	-2	15	-11	-1	-6	104	3
COc1cc(/C=N/Nc2cccc(C)c2)ccc1OC(=O)c1cccs1	1	-1.7	-10	-3	-1	9	-12	-10	89	-3
Cc1cc(-n2c(C)cc(C(=O)COc3ccc([N+](=O)[O-])cc3)c2C)no1	0	0.2	2	1	-8	-1	-7	-7	100	3
Cc1ccc2[nH]cc(CCNC(=O)CN3C(=O)c4ccccc4C3=O)c2c1	0	-0.7	-10	3	-5	5	7	5	81	9
Cc1cc(C)cc(NC(=O)CN2C(=O)NC(Cc3c[nH]c4ccccc34)C2=O)c1 (configuration not stated)	-2	-3.5	1	-5	14	14	0	-5	104	-6
Cc1csc(SCC(=O)Nc2ccc(Cl)cn2)n1	-2	0.0	27	1	15	0	1	-1	.	-5
O=C(Cn1[nH]c(=O)c2ccccc2c1=O)OCC(=O)c1ccc(Br)cc1	-1	0.9	-9	3	-3	-6	0	-1	101	4
OC[C@H]1O[C@@H](n2cnc3c(NC4CCCC4)nc(Cl)nc32)[C@H](O)[C@@H]1O	2	0.2	-4	-1	-35	-1	-12	2	106	4
CC(=O)N1c2ccc(S(=O)(=O)NCCC(=O)NCCc3cccc(C)c3)cc2CC1C (configuration not stated)	-2	-2.6	-5	-4	17	13	-8	-8	104	-3
COc1ccc(-c2cc(=O)oc3cc(O)ccc23)cc1	-1	-1.6	19	0	1	10	-3	-8	92	0
Cc1cc(C)n(-c2nc(SCC(=O)O)c3c4c(sc3n2)COC(C)(C)C4)n1	-4	1.6	6	-3	-2	-8	3	-1	102	-5
N#CCCN(NC(=O)OCc1ccccc1)C(=O)OCc1ccccc1	-3	-0.3	-8	3	0	1	-5	-10	101	0
C[C@H](CO)N1C[C@H](C)[C@@H](CN(C)S(=O)(=O)c2ccccc2)Oc2c(cccc2N(C)C)C1=O	4	-1.5	-3	-3	1	8	3	1	105	2
O=C1CCCc2c1cnc1ncnn21	-2	-2.3	28	-4	-3	12	-2	-8	98	1
Cc1ccc(N2CC(C(=O)Nc3ccc4c(c3)OCCO4)CC2=O)cc1 (configuration not stated)	-2	0.0	-1	-1	-7	0	-6	4	88	4
C[C@H](NC(=O)c1nc[nH]c1C(=O)N[C@@H](CCCCNC(=O)OC(C)(C)C)C(=O)OC(C)(C)C)C(=O)OCc1ccccc1	-5	3.6	33	-4	6	-20	-9	1	96	-3

From PubChem
